Screening data as filed in PubChem.
ZTA counter = blocks Epstein-Barr virus ZTA, an EBNA-1 counter-screen | P03206 | ZTA-DNA binding, fluorescence polarization | inhibition, % at 11 µM | 0.15% of 320,000 active | AID 2234; in the data active = inhibition above about 33%
AHR activator = activators of human aryl hydrocarbon receptor. activation, % at 5 µM. AHR-responsive luciferase reporter cells, luminescence. 2.5% of 320,000 active. P35869; in the data active = activation above about 47%;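 note: 0% = vehicle wells and 100% = reference agonist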
procasp7 counter = counter-screen for procaspase-3 activators: activators of human procaspase-7; activation, % at 8.5 µM; P55210; recombinant procaspase-7, Ac-DEVD-pNA absorbance 405 nm; D23A/D198A/D206A triple mutant, cannot self-cleave; scale: DMSO 0, 5 µM enzyme 100; 0.093% of 330,000 active;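 active = percent activation above the screen-wide mean plus 3 SD, cut at about 25% in these data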
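Material: Procaspase-7 triple mutant (PC-7 D3A) | Quantity: 2 µM procaspase-7 mutant as dispensed | Reagent: DEVD-pNA substrate | Times: 1 h preincubation, 2 h reaction | Technique: 405 nm absorbance of p-nitroaniline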
MEP2-GFP yeast = yeast TOR pathway MEP2-GFP modulation | S. cerevisiae MEP2-GFP strain, flow cytometry GFP, 3 h; 100% = DMSO control level | GFP response vs DMSO, % at 10 µM | 0.51% of 330,000 active;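 active = GFP response versus DMSO above a set limit, roughly screen mean plus 3 SD, cut at about 180% in these data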;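 note: median GFP fluorescence of the barcode-gated MEP2-GFP cells per well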
RPL19A-GFP yeast = alters RPL19A-GFP fluorescence in TOR pathway yeast screen | S. cerevisiae RPL19A-GFP strain, flow cytometry, 3 h; active compounds read low | percent response vs DMSO, % at 10 µM | 0.3% of 330,000 active | AID 2025;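 active = percent response vs DMSO below 50%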;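 note: median channel GFP fluorescence of the barcoded RPL19A-GFP strain; ratio of sample median GFP to plate DMSO average so 100% = DMSO; lower means less RPL19A-GFP as with rapamycin TOR inhibition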
LAP4 TOR yeast = modulators of TOR pathway LAP4-GFP in S. cerevisiae; GFP response vs DMSO, % at 10 µM; S. cerevisiae LAP4-GFP multiplex, flow cytometry GFP, 3 h; median GFP as percent of DMSO wells; AID 2023; 0.34% of 320,000 active;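 active = GFP response vs DMSO above a set limit, about the screen mean plus 3 SD, cut at about 150% in these data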
EBNA-1 inh = blocks EBNA-1 binding to DNA; EBNA-1 DNA binding, fluorescence polarization; AID 1950; inhibition, % at 14.8 µM; 0.34% of 300,000 active; in the data active = inhibition above about 28%
procasp3 activ = procaspase-3 (human) activation; P42574; recombinant procaspase-3 D3A, Ac-DEVD-pNA absorbance 405 nm; activation, % at 8.5 µM; 0.11% of 330,000 active;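 active = activation above the mean of all tested compounds plus 3 SD, cut at about 21% in these data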;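 note: 0% = DMSO alone and 100% = DMSO wells spiked with extra 5 µM PC-3 D3A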
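Technique: 405 nm absorbance of p-nitroaniline, reads at 0 and 120 min; Test system: Procaspase-3 D3A mutant; Incubation: 1 h enzyme-compound preincubation, then 2 h substrate reaction, 25 °C; Repeats: singlicate, each compound tested once; Benchmarks: low control DMSO wells, high control DMSO plus 5 µM PC-3 D3A.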
An asterisk follows results filed as active; / = not tested or not shown.

SMILES	ZTA counter	AHR activator	procasp7 counter	MEP2-GFP yeast	RPL19A-GFP yeast	LAP4 TOR yeast	EBNA-1 inh	procasp3 activ
COc1cccc(Nc2ncnc3onc(-c4ccccc4OC)c23)c1	6	5	6	92	98	122	6	3
Cc1ccc(NC(=O)NC(=O)CN2CCN(c3ccc(O)cc3)CC2)c(C)c1	13	8	-18	106	93	93	-5	-10
Nc1nnnn1/N=C/c1cc([N+](=O)[O-])ccc1O	-2	1	-3	107	109	86	-1	6
N=c1ccccn1CC(O)COc1ccccc1 (stereo not given)	-2	-2	0	94	94	90	-3	4
COc1cc(N2CCCC2)c(OC)cc1/C=C(/C#N)c1ccc(Br)cc1	-8	3	6	112	99	101	0	-6
Cc1ccc(S(=O)(=O)N2CCCC2C(=O)N2CCCCCC2)cc1 (stereo not given)	-6	1	10	105	103	102	0	0
S=C(Nc1ccc(Br)cc1Cl)N1CCN(c2ccccn2)CC1	-19	6	-8	95	107	67	22	1
Cc1ccccc1OCC(=O)NCC(c1ccco1)N1CCCCC1 (stereo not given)	0	-3	5	91	97	80	-8	-1
Nc1cccnc1Sc1cccc(Cl)c1	-6	-1	-7	100	95	101	-6	-2
COC(=O)c1cccc(N(CC(=O)NC2CCCCC2)C(=O)CNC(=O)c2cccs2)c1	6	0	2	95	95	106	-3	0
NC(=O)c1cc2ccccc2o/c1=N/NC(=O)c1cccs1	2	28	1	94	97	110	-18	4
Cc1nnc(SCCn2c(N3CCCCCC3)nc3c2c(=O)[nH]c(=O)n3C)s1	17	2	4	102	101	108	9	15
O=[N+]([O-])c1cc(Cl)ccc1NCCNc1ncc(C(F)(F)F)cc1Cl	10	7	0	103	102	107	17	-8
COc1cccc(C(=O)NCCC2=CCCCC2)c1OC	-9	28	2	97	96	98	-17	4
COc1ccc(CNC(=O)CCCn2nc(C)c3c(C)n(-c4ccccc4)nc3c2=O)cc1	-4	1	8	102	95	95	3	4

Gathered by group, the compounds so far with an aryl thioether with sulfur outside any ring
SMILES	ZTA counter	AHR activator	procasp7 counter	MEP2-GFP yeast	RPL19A-GFP yeast	LAP4 TOR yeast	EBNA-1 inh	procasp3 activ
Nc1cccnc1Sc1cccc(Cl)c1	-6	-1	-7	100	95	101	-6	-2
Cc1nnc(SCCn2c(N3CCCCCC3)nc3c2c(=O)[nH]c(=O)n3C)s1	17	2	4	102	101	108	9	15

New compounds follow.
SMILES	ZTA counter	AHR activator	procasp7 counter	MEP2-GFP yeast	RPL19A-GFP yeast	LAP4 TOR yeast	EBNA-1 inh	procasp3 activ
CC1(C(=O)NC2CCCC2)CCC(=O)N1Cc1ccc2c(c1)OCO2 (stereo not given)	-10	-3	10	103	99	107	-2	8
O=C(NCc1ccccc1)c1cnc(-c2ccccn2)nc1C(F)(F)F	7	0	2	91	92	92	-13	6
COc1ccc(N(CC(=O)NCCSCc2ccc(C)cc2)S(=O)(=O)c2ccccc2)cc1	9	-2	-2	99	104	97	-1	11
Cc1ccc(S(=O)(=O)N(C)C)cc1NC(=O)COC(=O)CC1CCCC1	3	0	2	99	108	120	-1	3
CCCCOc1ccc(C(=O)N2CCN(c3ccc(N4CCOCC4)nn3)CC2)cc1	12	-1	4	79	78	157*	4	-2
CC(=O)c1c(C)[nH]c(=S)c(C#N)c1-c1ccc(F)cc1	4	-1	-6	102	102	119	0	-5
CC(=O)Nc1ccc(NC(=O)C(NS(=O)(=O)c2ccc3c(c2)OCCO3)C(C)C)cc1 (stereo not given)	-15	1	-8	105	104	102	/	4
FC(F)(F)c1ccc(C2NCCc3sccc32)cc1 (stereo not given)	-9	65*	5	111	108	95	-3	-1
CC1N(O)C(c2ccc(Cl)cc2Cl)N(O)C1(C)C (stereo not given)	-6	-2	11	102	92	89	-14	10
CCNC(=S)NNC(=S)NCc1ccccc1	-3	2	-2	97	108	99	-1	-13
O=C(Cn1c(NCCCO)nc2ccccc21)c1cccs1	6	0	2	99	108	98	-4	-6
Cc1ccc2c(c1)N(CC(=O)N1CCCCC1)C(=O)CO2	-5	2	-10	97	96	89	-9	2
COc1ccc(-c2noc(-c3cc4ccccc4oc3=O)n2)cc1	-13	-2	-2	106	94	99	-6	-4
Cn1nc(-c2ccc(Cl)cc2)c2cc(C(=O)N3CCOCC3)sc21	-15	55*	-2	100	95	107	6	0
Cc1ccc(CN2CCC(c3cc(-c4cccs4)n[nH]3)CC2)cc1	-8	8	-1	107	100	98	-3	4

The closing 6 records of the part before lead into the next.
SMILES	ZTA counter	AHR activator	procasp7 counter	MEP2-GFP yeast	RPL19A-GFP yeast	LAP4 TOR yeast	EBNA-1 inh	procasp3 activ
CCNC(=S)NNC(=S)NCc1ccccc1	-3	2	-2	97	108	99	-1	-13
O=C(Cn1c(NCCCO)nc2ccccc21)c1cccs1	6	0	2	99	108	98	-4	-6
Cc1ccc2c(c1)N(CC(=O)N1CCCCC1)C(=O)CO2	-5	2	-10	97	96	89	-9	2
COc1ccc(-c2noc(-c3cc4ccccc4oc3=O)n2)cc1	-13	-2	-2	106	94	99	-6	-4
Cn1nc(-c2ccc(Cl)cc2)c2cc(C(=O)N3CCOCC3)sc21	-15	55*	-2	100	95	107	6	0
Cc1ccc(CN2CCC(c3cc(-c4cccs4)n[nH]3)CC2)cc1	-8	8	-1	107	100	98	-3	4
COc1cc2[nH]c(=O)n(CCC(=O)N3CCC(N4CCCCC4)CC3)c(=O)c2cc1OC	6	0	-2	101	99	96	8	-2
C[C@H](CO)N1C[C@H](C)[C@@H](CN(C)C(=O)Nc2ccccc2)Oc2ccc(NC(=O)CCN3CCOCC3)cc2C1=O	/	0	3	110	107	102	/	7
CCCNc1sc(S(=O)(=O)CCC)nc1S(=O)(=O)c1ccc(C)cc1	5	0	5	101	109	98	0	2
Nc1ccc(Sc2cnn(-c3ccccc3)c(=O)c2Cl)cc1	7	6	11	124	106	106	-2	-5
Cc1ccc(Nc2nc(N/N=C\c3ccc4c(c3)OCO4)nc(N3CCOCC3)n2)cc1	11	28	9	104	98	120	3	12
Cc1ccccc1OCC(=O)NCCCNC(=O)c1ccncc1	-14	15	4	111	108	94	-14	-1
Oc1c(C=Nc2cccc3nsnc23)ccc2ccccc12	4	24	-27	104	104	97	-14	-19
COc1ccc(C2N(c3cc(C)on3)C(=O)C3CCCN32)cc1OC (stereo not given)	-2	2	-3	103	102	97	1	3
CCCCC(=O)NS(=O)(=O)c1ccc(N=NN2CCOCC2)cc1	-2	2	-6	85	99	72	2	5
Cc1ccc(NS(=O)(=O)c2cccc(C(=O)N3CCCCCC3)c2)cc1	-2	11	11	97	104	122	-1	4
O=C(Nc1ccc(N2CCOCC2)c([N+](=O)[O-])c1)c1ccco1	6	0	-4	92	88	90	-8	-3
COc1ccc(CN=C2NC(=O)CC(C(=O)Nc3ccc(F)cc3)S2)cc1 (stereo not given)	9	0	5	93	92	86	-7	-5
CNC(=O)c1csc(Cc2c(Cl)sc3ccc(Cl)cc23)n1	-7	1	-5	92	97	129	4	1
CCSc1cc(N2CCOCC2)nc(-c2ccccc2)n1	-9	1	4	101	96	94	-11	8
COc1cc2cc(C(=O)N3CCC(Cc4ccccc4)CC3)[nH]c2cc1OC	-1	4	15	113	110	110	4	3

Four entries picked at random from the list so far:
SMILES	ZTA counter	AHR activator	procasp7 counter	MEP2-GFP yeast	RPL19A-GFP yeast	LAP4 TOR yeast	EBNA-1 inh	procasp3 activ
Cc1ccccc1OCC(=O)NCC(c1ccco1)N1CCCCC1 (stereo not given)	0	-3	5	91	97	80	-8	-1
CCCCC(=O)NS(=O)(=O)c1ccc(N=NN2CCOCC2)cc1	-2	2	-6	85	99	72	2	5
Cc1ccccc1OCC(=O)NCCCNC(=O)c1ccncc1	-14	15	4	111	108	94	-14	-1
O=C(Nc1ccc(N2CCOCC2)c([N+](=O)[O-])c1)c1ccco1	6	0	-4	92	88	90	-8	-3

(continued)
SMILES	ZTA counter	AHR activator	procasp7 counter	MEP2-GFP yeast	RPL19A-GFP yeast	LAP4 TOR yeast	EBNA-1 inh	procasp3 activ
Cc1ccnc(NC(=O)C2CCCN(c3ncnc4c3nc3n4CCCCC3)C2)c1 (stereo not given)	-1	8	6	98	102	94	-8	-1
CCc1nnc(NC(=O)c2ccc(S(=O)(=O)N3CCCc4ccccc43)cc2)o1	-12	4	-11	102	100	111	-8	7
CCc1cccc(CC)c1NC(=O)COC(=O)C1(C)CC1(Cl)Cl (stereo not given)	12	1	8	61	95	103	-6	1
O=C(NN1C(=O)c2ccc(-c3ccc4c(c3)C(=O)N(NC(=O)c3cccnc3)C4=O)cc2C1=O)c1cccnc1	-18	17	-18	107	104	107	-15	-20
CC(C)(C)OC(=O)[C@H](Cc1ccccc1)NC(=O)c1[nH]cnc1C(=O)Nc1cccc(Cl)c1	-3	11	-7	91	105	116	1	-2
CC(C)(C)C(=O)N1CCN(C(c2ccccc2)c2ccccc2)CC1	-5	0	4	104	103	83	1	-5
Nc1nnc(SCC(=O)N2CCc3ccccc3C2)s1	-4	10	-2	94	89	92	1	2
CN(C)c1ccc(NS(=O)(=O)c2ccc(Cl)cc2)cc1	11	0	3	112	93	128	2	-5
CC(C)C(=O)Nc1cccc(C(=O)Nc2nncs2)c1	15	0	9	93	95	97	8	-4
C=CCOc1cccc(C2/C(=C(/O)c3ccccc3)C(=O)C(=O)N2CCN2CCOCC2)c1 (stereo not given)	6	6	-14	96	97	97	5	3
C(=C\c1ccccc1)/CN1CCN(c2ncnc3c2oc2ccccc23)CC1	17	-1	-2	101	95	111	11	3
O=C1OCc2ccc(NC(=O)C3CCCCC3)cc21	-4	-1	4	102	100	105	9	-7
CCN(CC)CCNC(=O)c1cc(-c2ccco2)nc2ccccc12	23	0	-6	92	109	97	11	-5
Cc1cnc(C(=O)N2CCCC(N3CCN(c4ccccc4C)CC3)C2)cn1 (stereo not given)	-7	3	-1	99	95	101	4	9
CCOc1nc2ccccc2cc1/C=C/C(=O)O	2	6	0	97	91	92	-6	0
CCS(=O)(=O)Nc1ccc(C2=NN(C(=O)c3ccccc3)C(c3cccs3)C2)cc1 (stereo not given)	13	1	-6	98	97	97	-3	0
O=c1oc2ccccc2c(Nc2ccc3ncccc3c2)c1[N+](=O)[O-]	17	16	-2	93	98	87	6	1
COc1cccc(OCC(O)CN2CCN(c3ccccn3)CC2)c1 (stereo not given)	-13	6	10	103	104	98	-11	1
OCCN(CCO)c1nc(-c2ccccc2)nc2c1oc1ccccc12	18	-3	6	93	96	121	1	1
CC1CN(S(=O)(=O)c2ccc(C(=O)N3c4ccccc4CC3C)cc2)CC(C)O1 (stereo not given)	-1	0	6	95	93	97	/	-3

Structures listed so far marked active in LAP4 TOR yeast.
canonical_smiles	AHR activator	MEP2-GFP yeast	RPL19A-GFP yeast	LAP4 TOR yeast	EBNA-1 inh	procasp3 activ
CCCCOc1ccc(C(=O)N2CCN(c3ccc(N4CCOCC4)nn3)CC2)cc1	-1	79	78	157*	4	-2

No enrichment for hits. About 3.8% of those tested had a hit in this group.
